APJ antagonist: antagonists of human APJ apelin receptor | P35414 | CHO-K1 APJ beta-arrestin complementation, luminescence | inhibition, % at 20 µM | actives 0.32% (n = 330,000) | AID 2521;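 active means inhibition above about 40% at 20 µM, limit read from the data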;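 further: cells challenged with 10 nM apelin-13 agonist together with compound; plate controls were apelin-13 plus DMSO wells for no effect and DMSO wells lacking apelin-13 for full effect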
Target sequence (P35414 whole entry, looked up): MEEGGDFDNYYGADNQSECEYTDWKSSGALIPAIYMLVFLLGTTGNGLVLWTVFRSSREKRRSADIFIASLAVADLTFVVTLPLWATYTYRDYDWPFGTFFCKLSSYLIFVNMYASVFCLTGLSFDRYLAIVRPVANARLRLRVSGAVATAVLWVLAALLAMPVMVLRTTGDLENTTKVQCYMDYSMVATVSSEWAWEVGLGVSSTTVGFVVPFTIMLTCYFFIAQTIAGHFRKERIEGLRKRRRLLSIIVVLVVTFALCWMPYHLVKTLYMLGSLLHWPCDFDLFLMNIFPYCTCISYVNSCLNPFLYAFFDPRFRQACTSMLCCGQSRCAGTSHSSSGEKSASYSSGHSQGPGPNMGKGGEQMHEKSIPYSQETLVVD
UPR CHOP act: apoptotic UPR (CHOP) activation; actives 0.34% (n = 330,000); activation, % at 10 µM; CHO-CHOP luciferase reporter, luminescence; percent of tunicamycin response over DMSO baseline;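 active means at 10 µM dose, activation of 40% or more, normalized to positive control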;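 further: 100% = tunicamycin at 10 µg/mL and 0% = DMSO alone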
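System: CHO-CHOP luciferase reporter cell line; amount: 500 cells/well; buffer or medium: F12 medium containing 10% fetal bovine serum; incubation: 6 h compound exposure at 37 °C after overnight seeding; measured by: luciferase luminescence after 10 min with Steady-Glo reagent; evaluation: % reporter activation, DMSO baseline versus tunicamycin full activation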
XBP1 UPR activ: adaptive UPR (XBP1) activation | actives 0.33% (n = 330,000) | CHO-XBP1 luciferase reporter, IRE1-XBP1 UPR activation, luminescence; percent of tunicamycin response, DMSO as zero | AID 463104 | activation, % at 20 µM;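 active means versus positive control, 20 µM dose yields 30% or more activation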;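 further: 100% = tunicamycin at 10 µg/mL and 0% = DMSO only wells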
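Material: CHO cell line with stable XBP1 luciferase reporter; buffer or medium: F12 medium containing 10% fetal bovine serum; compound: single point, 20 µM final compound, 1% DMSO; incubation: 6 h treatment, 37 °C; measured by: glow luminescence from Steady-Glo reagent; evaluation: activation, % of tunicamycin; control set: tunicamycin high, DMSO low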
tim23-1 inh: growth inhibitors of tim23-1 mutant yeast; inhibition, % at 20 µM; actives 1.3% (n = 330,000); S. cerevisiae tim23-1 growth, BacTiter-Glo luminescence, 24 h;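 active means growth inhibition of the mutant yeast at or above 50%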;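 further: temperature-sensitive mutant grown at 25 °C; plate controls were DMSO-treated mutant yeast for no effect and medium wells lacking yeast for full effect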
tim10-1 inh: tim10-1 yeast growth inhibition | S. cerevisiae tim10-1 ts strain growth, BacTiter-Glo, 24 h | inhibition, % at 20 µM | actives 2.2% (n = 330,000);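 active means inhibition of at least 40%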;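 further: mutant grown at 25 °C; 0% = DMSO wells with yeast and 100% = wells holding no yeast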
Mdm2-MdmX inh: disrupts the human Mdm2-MdmX interaction. O15151+Q00987. inhibition, % at 8 µM. AID 485346. SaOS-2 split-luciferase Mdm2/MdmX complementation, luminescence. actives 3% (n = 330,000);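 active means inhibition of at least 50% at 8 µM in the primary screen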
APJ ag: APJ receptor agonism; P35414; CHO-K1 APJ PathHunter beta-arrestin, luminescence; 0% DMSO wells, 100% apelin; activation, % at 20 µM; actives 0.11% (n = 330,000);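 active means activation more than six SD over the plate average, tested at 20 µM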;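 further: 0% = DMSO alone and 100% = apelin-13 at 10 nM; some results filed as inactive read as strong as hits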
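Material: engineered CHO-K1 APJ arrestin reporter cells; amount: 1000 CHO-K1 reporter cells seeded per well; incubation: compound stimulation 90 min at 25 °C, detection 60 min; signal: luminescent beta-gal fragment complementation, chemiluminescent substrate; read-out basis: APJ agonist activity; controls: DMSO-only wells as negative, 10 nM Apelin-13 as positive control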
TIM10 inh: TIM10 yeast growth inhibition. S. cerevisiae TIM10 strain growth, BacTiter-Glo luminescence, 24 h. inhibition, % at 10 µM. actives 1.4% (n = 330,000);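 active means inhibition of 40% or more at the single tested concentration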;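 further: wild-type TIM10 isogenic control strain grown at permissive 25 °C; 0% = DMSO yeast wells and 100% = minimal medium wells without yeast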
CXCR6 inh: blocks human CXCR6 beta-arrestin recruitment | actives 0.36% (n = 360,000) | CHO-K1 PathHunter CXCR6 beta-arrestin, luminescence | inhibition, % at 20 µM; in the data active means inhibition above about 34%, passing the limit was not always enough;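 further: antagonist mode with CXCL16 agonist at 10 nM final; 0% = 10 nM CXCL16 with DMSO and 100% = unstimulated wells without agonist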
Target sequence (O00574 whole entry, looked up): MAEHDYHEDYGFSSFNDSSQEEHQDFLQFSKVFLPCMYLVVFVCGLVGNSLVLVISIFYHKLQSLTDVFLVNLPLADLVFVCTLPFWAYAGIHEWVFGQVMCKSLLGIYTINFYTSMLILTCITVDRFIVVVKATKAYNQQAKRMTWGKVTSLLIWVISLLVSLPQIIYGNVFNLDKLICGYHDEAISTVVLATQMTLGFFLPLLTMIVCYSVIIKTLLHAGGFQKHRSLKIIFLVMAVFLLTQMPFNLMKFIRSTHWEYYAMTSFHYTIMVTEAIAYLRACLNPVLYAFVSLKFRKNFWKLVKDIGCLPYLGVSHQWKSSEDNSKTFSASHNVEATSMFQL
* hit, by the source's call; nt = not tested or not shown. This is a subset; rates above refer to the full screens.

No.	mol	APJ antagonist	UPR CHOP act	XBP1 UPR activ	tim23-1 inh	tim10-1 inh	Mdm2-MdmX inh	APJ ag	TIM10 inh	CXCR6 inh
1	O=C(CCS(=O)(=O)c1cc(Br)cc2c1N(C(=O)C1CC1)CC2)NCC1CCCO1 (stereo not drawn)	-13	-0.2	-4	-8	-18	5	0	-9	-12
2	COc1ccccc1N1CC(C(=O)OCC(=O)Nc2c(C)cccc2C)CC1=O (stereo not drawn)	-8	-1.2	-1	0	0	4	0	-7	-2
3	CCCCn1c(SCC(=O)c2ccc(OC)cc2OC)nc2cc(S(N)(=O)=O)ccc21	-35	-5.1	2	12	1	-3	5	-8	6
4	Cc1ccc(CCN2CC(C(=O)NCCCOC(C)C)CC2=O)cc1 (stereo not drawn)	9	0.6	0	0	13	-10	-4	3	-7
5	CN(C)c1ccc(P(=O)(OCc2ccccc2)C(O)c2cccnc2)cc1 (stereo not drawn)	12	-0.9	2	-1	20	23	-2	-6	1
6	C(=Nc1cccc2c(N=Cc3ccco3)cccc12)c1ccco1	-44	-0.4	-8	-5	-15	27	3	12	-8
7	CCCCn1c(=NC(=O)c2ccc3c(c2)OCO3)c(C#N)cc2c(=O)n3cccc(C)c3nc21	8	8.9	0	16	-18	45	2	5	10
8	Cc1ccc(C)c(S(=O)(=O)N2CCCOC2CNC(=O)C(=O)NCc2ccco2)c1 (stereo not drawn)	-9	-1.6	0	11	19	6	-2	-12	-2
9	Cc1ccccc1CN1CCN(C(=O)c2cccc(F)c2)CC1	7	-2.4	-2	16	10	22	-3	3	-6
10	Cc1cccc(OCC(=O)O/N=C(\N)c2ccccn2)c1	0	2.9	-2	11	-15	-11	-2	3	1
11	Cc1cc(=O)oc2cc(OCC(=O)N3CCc4ccccc4C3)ccc12	15	-0.4	2	11	3	0	-3	6	11
12	CCOc1ccccc1NC(=O)C1CCCN(c2c(CC)c(C)nc3ncnn23)C1 (stereo not drawn)	20	1.0	0	10	6	-9	-1	21	7
13	OCC[n+]1ccc(/C=C/c2c[nH]c3ccccc23)cc1	-9	-2.6	-1	-2	8	2	0	1	-9
14	C/C(=N\NC(=O)c1ccccn1)c1ccc(C(=O)O)s1	2	1.8	-3	1	-2	12	-2	5	nt
15	COc1cccc(NC(=O)CNS(=O)(=O)c2ccc(Cl)cc2)c1	7	2.0	-1	14	-6	-17	1	-1	4
16	Cc1cc(C(=O)NC2CCCc3ccccc32)no1 (stereo not drawn)	17	1.4	0	9	11	-21	-2	2	0
17	Cc1nnc(SCC(=O)Nc2ccc3[nH]c(=O)[nH]c3c2)s1	7	0.1	-3	-33	-30	7	-4	-9	-2
18	Cc1ccc(NC(=O)CSCCc2ccccn2)nc1	12	2.3	0	11	8	3	2	1	-1
19	O=C(CCCn1c(=S)[nH]c2ccsc2c1=O)Nc1ccc2c(c1)OCO2	-2	-0.7	-1	16	13	-1	-2	5	2
20	CC(=O)Nc1cccc(NC(=O)C2CCCN2C(=O)Nc2ccccc2C)c1 (stereo not drawn)	-1	-0.5	-1	18	10	3	7	18	15
21	Cc1cccc(C)c1OCC(O)CN1CCC(CN2C(=O)c3cccc4cccc(c34)C2=O)CC1 (stereo not drawn)	0	5.6	-1	-6	19	44	-2	-1	3
22	COc1ccc(C(=O)c2c(C)oc3ccc(O)c(CN4CCOCC4)c23)cc1	-1	-2.2	0	32	20	6	-4	15	-7
23	O=C(O)c1ccc(N=NN2CCOCC2)cc1	-27	0.5	0	0	3	18	3	4	-6
24	Cc1occc1C(=O)N1CCN(c2ncccn2)CC1	4	-2.6	-2	7	-3	-3	-2	7	-11
25	CCCn1c(=O)[nH]c(=O)c2c1nc(-c1cccs1)n2CCOC	-5	2.4	1	13	23	-17	-4	17	8

7 entries out of the list, ordered by number of heavy atoms, low to high:
No.	mol	APJ antagonist	UPR CHOP act	XBP1 UPR activ	tim23-1 inh	tim10-1 inh	Mdm2-MdmX inh	APJ ag	TIM10 inh	CXCR6 inh
16	Cc1cc(C(=O)NC2CCCc3ccccc32)no1 (stereo not drawn)	17	1.4	0	9	11	-21	-2	2	0
18	Cc1ccc(NC(=O)CSCCc2ccccn2)nc1	12	2.3	0	11	8	3	2	1	-1
17	Cc1nnc(SCC(=O)Nc2ccc3[nH]c(=O)[nH]c3c2)s1	7	0.1	-3	-33	-30	7	-4	-9	-2
6	C(=Nc1cccc2c(N=Cc3ccco3)cccc12)c1ccco1	-44	-0.4	-8	-5	-15	27	3	12	-8
5	CN(C)c1ccc(P(=O)(OCc2ccccc2)C(O)c2cccnc2)cc1 (stereo not drawn)	12	-0.9	2	-1	20	23	-2	-6	1
20	CC(=O)Nc1cccc(NC(=O)C2CCCN2C(=O)Nc2ccccc2C)c1 (stereo not drawn)	-1	-0.5	-1	18	10	3	7	18	15
12	CCOc1ccccc1NC(=O)C1CCCN(c2c(CC)c(C)nc3ncnn23)C1 (stereo not drawn)	20	1.0	0	10	6	-9	-1	21	7

(listing goes on)
No.	mol	APJ antagonist	UPR CHOP act	XBP1 UPR activ	tim23-1 inh	tim10-1 inh	Mdm2-MdmX inh	APJ ag	TIM10 inh	CXCR6 inh
26	CC(=O)N1CCc2cc(S(=O)(=O)C(C)CC(=O)NCc3ccc(C)o3)ccc21 (stereo not drawn)	17	-1.7	1	-13	-2	5	1	-6	-2
27	N#C/C(=C/c1ccc(F)cc1)C(N)=S	21	0.3	-3	36	-3	9	-4	5	8
28	COc1ccc(C)cc1NC(=O)CSc1nnc(-c2ccco2)n1Cc1ccco1	-3	-1.8	0	10	20	17	-4	2	4
29	O=C(N/N=C/c1ccccc1)c1cc[n+]([O-])cc1	11	0.1	2	-1	-6	14	-4	-1	4
30	CSC1=NCCN1C(=O)COc1ccc2ccccc2c1	2	0.4	-1	10	5	19	-5	0	0
31	CCNc1cc(N2CCN(S(=O)(=O)c3ccc4c(c3)CCCC4)CC2)ccc1[N+](=O)[O-]	-2	-1.0	0	1	-7	24	-3	-7	7
32	CC1(C)C2CCC1(C)C(OC(=O)CC(=O)O)C2 (stereo not drawn)	10	1.5	1	2	6	-21	-1	-5	nt
33	CN1CCc2cccc3c2[C@@H]1Cc1ccc(O)c(O)c1-3	18	-0.1	-5	10	21	6	15	15	4
34	Cn1c2ccccc2c(=O)c2c(=O)n(C3CCCCC3)c(-c3ccco3)nc21	12	-2.6	3	51*	28	80*	-2	-7	4
35	Cc1nc(NC(=O)c2ccccc2)sc1-c1csc(N)n1	2	6.8	6	26	35	-12	-4	44*	0
36	O=C(Nc1cnccn1)c1cccc(C(F)(F)F)c1	1	-0.1	-1	4	15	6	-4	6	1
37	CC(Oc1ccccc1)C(=O)N1CCC2(CC1)Oc1ccc(Cl)cc1C(=O)C21CC(c2ccccc2)=NO1 (stereo not drawn)	-4	-0.9	-3	30	30	30	2	21	nt
38	CCN(Cc1cc2ccccc2[nH]c1=O)C(=O)c1cccnc1	-3	1.4	0	9	4	7	-2	-12	0
39	COc1cc(OC)cc(C(=O)Nn2c(C)nc3ccccc3c2=O)c1	3	5.1	-1	-7	3	2	-1	12	-6
40	C=CCc1ccccc1OCC(O)CN1CCN(CCO)CC1 (stereo not drawn)	16	0.6	-2	-1	-12	-10	-4	8	-8
41	CCCCc1nnc(NC(=O)CSc2nc(O)c(-c3ccccc3)c(=O)[nH]2)s1	-1	1.0	-5	1	2	17	-4	2	0
42	COC(=O)c1ccccc1NS(C)(=O)=O	-9	0.7	-2	-13	-2	-14	-2	-8	-3
43	CN(/N=C/c1cc(Cl)cc(Cl)c1O)C(=S)NC(C)(C)C	15	0.5	-1	20	10	8	-2	1	-8
44	CC12CCC(C(=O)Nc3nccs3)(OC1=O)C2(C)C (stereo not drawn)	7	-2.1	2	9	27	10	-2	4	8
45	CC(C)CNC(=O)c1ccccc1N(Cc1ccccc1)S(C)(=O)=O	9	-1.4	-6	13	15	23	-3	8	4
46	CC(NC(=O)c1ccc(Br)s1)c1ccncc1 (stereo not drawn)	13	0.5	-2	-14	6	12	-3	-6	1
47	CN(C(=O)COC(=O)c1cccc(S(=O)(=O)N2CCCCCC2)c1)C1CCS(=O)(=O)C1 (stereo not drawn)	3	-0.6	2	1	15	-8	-5	4	3
48	S=C1COC(c2ccccc2)N1c1ccccc1 (stereo not drawn)	-1	0.0	2	2	4	20	-4	3	4
49	CC[N+]1(CC)CC2CCC(C)(C1)C2(C)C (stereo not drawn)	5	1.6	0	-2	-16	6	-3	6	1
50	CSC1=N/C(=C\c2cccc(F)c2)C(=O)S1	13	-1.4	0	50	32	9	-6	7	3

(further entries)
No.	mol	APJ antagonist	UPR CHOP act	XBP1 UPR activ	tim23-1 inh	tim10-1 inh	Mdm2-MdmX inh	APJ ag	TIM10 inh	CXCR6 inh
51	Cc1cc(C)cc(C(=O)N(CCc2ccccc2)C2=CC3CCC(C2)N3C)c1 (stereo not drawn)	7	0.2	1	10	11	4	3	-12	-2
52	Cc1cc(=O)oc2c(C)c(OC(C)C(=O)NCc3ccccn3)ccc12 (stereo not drawn)	8	-0.7	-3	12	-5	-24	-4	15	-5
53	Cc1ccc(-n2nc3c(N4CCC(C(=O)NCCc5cccs5)CC4)nnc(C)c3c2C)cc1	27	5.4	31*	5	4	55*	2	5	18
54	O=C(Nc1cccc(Cl)c1)N(CCN1CCOCC1)Cc1ccccc1F	9	-0.3	-1	18	28	5	0	-21	5
55	Cc1cc(C)n2nc(SCc3nnc(SCc4ccccc4C)s3)nc2n1	31	-1.2	1	36	23	23	0	13	1
56	Cc1ccc(-c2nnn(CC(=O)N(CCO)C(C(=O)NC3CCCC3)c3ccc(F)cc3)n2)o1 (stereo not drawn)	-1	1.7	-3	-1	-2	-12	-2	1	3

Source: PubChem
